mIAP activ: activators of mouse IAP, primary screen, biochemical, luminescence, uHTS | intestinal alkaline phosphatase [Mus musculus] | muIAP, CDP-Star luminescence, 30 min; active compounds read high; 1 = vehicle-only enzyme signal, 0 = enzyme-free wells | activation factor at 10 µM | 330,000 tested, 0.24% active;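 active = activation factor of at least 2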; note: the source names both 10 and 20 µM as test concentration; values of inactives mirror those of a sister screen read the other way
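Assay system: mouse IAP enzyme / Compound: DMSO-dissolved test compounds / Timing: 30 min, room temperature / Measured by: luminescence from enzymatic CDP-Star hydrolysis / Control set: DMSO-only wells, enzyme-free buffer wells as negative control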
hIAP inh: human IAP inhibitors, primary screen, biochemical, luminescence, uHTS; Intestinal-type alkaline phosphatase (Homo sapiens), P09923; purified IAP, CDP-Star luminescence, 30 min; inhibition, % at 10 µM; 330,000 tested, 0.12% active;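 active = inhibition reaching a set limit with compound at 10 µM in the primary screen, cut at about 35% in these data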;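 note: plate controls were DMSO wells with enzyme for no effect and no-enzyme buffer wells for full effect; values of inactives mirror those of a sister screen read the other way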
Target sequence (P09923 whole entry, looked up): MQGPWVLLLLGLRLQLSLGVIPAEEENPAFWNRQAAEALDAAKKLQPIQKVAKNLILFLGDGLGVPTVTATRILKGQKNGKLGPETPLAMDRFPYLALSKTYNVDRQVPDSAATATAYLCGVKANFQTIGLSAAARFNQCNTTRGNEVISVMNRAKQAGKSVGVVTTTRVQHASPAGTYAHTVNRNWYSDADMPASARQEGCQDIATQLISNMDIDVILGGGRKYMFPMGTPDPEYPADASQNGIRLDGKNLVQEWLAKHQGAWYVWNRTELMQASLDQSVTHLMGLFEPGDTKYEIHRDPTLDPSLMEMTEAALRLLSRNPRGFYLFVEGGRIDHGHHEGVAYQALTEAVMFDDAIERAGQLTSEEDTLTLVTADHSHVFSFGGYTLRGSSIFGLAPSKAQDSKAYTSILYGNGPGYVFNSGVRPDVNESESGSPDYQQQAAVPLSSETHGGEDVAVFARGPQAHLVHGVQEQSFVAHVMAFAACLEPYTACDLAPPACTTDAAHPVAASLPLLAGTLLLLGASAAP
A3A deaminase: APOBEC3A ssDNA deaminase inhibitors, primary screen, selectivity assay for APOBEC3G inhibitor project, biochemical, FAM/TAMRA oligo cleavage fluorescence; DNA dC->dU-editing enzyme APOBEC-3A (Homo sapiens), P31941; recombinant A3A, FAM/TAMRA ssDNA deamination fluorescence; inhibition, % at 20 µM; 330,000 tested, 0.41% active;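 active = at least 40% inhibition at 20 µM here, with at most 30% in a related deaminase screen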;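 note: plate controls were A3A with DMSO for no effect and wells lacking A3A enzyme for full effect; some results filed as inactive read as strong as hits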
Target sequence (P31941 whole entry, looked up): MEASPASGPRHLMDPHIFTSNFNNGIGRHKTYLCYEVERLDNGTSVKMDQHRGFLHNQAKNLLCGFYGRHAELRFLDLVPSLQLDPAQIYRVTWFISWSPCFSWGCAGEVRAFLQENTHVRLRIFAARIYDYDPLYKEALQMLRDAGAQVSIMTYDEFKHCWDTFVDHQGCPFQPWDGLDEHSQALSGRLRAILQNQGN
ATG4B inh: ATG4B protease inhibitors, primary screen, biochemical, fluorescence, uHTS. ATG4B cleavage of LC3-PLA2, NBD-HPC fluorescence, 1 h. inhibition, % at 8.33 µM. 340,000 tested, 0.51% active. AID 504462, 2011; in the data active = inhibition above about 40%
hIAP activ: human IAP activators, primary screen, biochemical, luminescence, uHTS; AID 2524, 2010; purified human IAP, CDP-Star luminescence, 30 min; active compounds read high; 1 = vehicle-only enzyme, 0 = enzyme-free background; activation factor at 10 µM; 330,000 tested, 0.16% active;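 active = activation factor of the enzyme at least 2-fold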; note: the source names both 10 and 20 µM as test concentration; values of inactives mirror those of a sister screen read the other way
HKDC1 inh: HKDC1 hexokinase inhibitors, primary screen, biochemical, fluorescence, uHTS; Q2TB90; recombinant HKDC1, G6PDH/diaphorase resazurin coupled fluorescence; inhibition, % at 20 µM; 340,000 tested, 0.16% active;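 active = inhibition above about 35% when tested at 20 µM, limit read from the data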;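 note: plate controls were DMSO wells with enzyme for no effect and DMSO wells lacking enzyme for full effect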
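Material – in-house recombinant HK5 (HKDC1) enzyme · Quantity – HKDC1 at 5 µg/mL · Buffer or medium – pH 8.0 Tris buffer with 10 mM MgCl2 · Reagent – glucose with 1 mM ATP · Dosing – single 20 µM dose · Times – reaction time 90 min, room temperature, protected from light · Technique – resorufin fluorescence at 613 nm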
mIAP inh: inhibitors of mouse IAP, primary screen, biochemical, luminescence, uHTS | intestinal alkaline phosphatase [Mus musculus] | purified mouse IAP, CDP-Star luminescence, 30 min | inhibition, % at 10 µM | 330,000 tested, 0.2% active | AID 2806, 2010;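 active = inhibition of at least 40% at 10 µM in the primary screen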;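 note: plate controls were DMSO with enzyme for no effect and no enzyme wells for full effect; values of inactives mirror those of a sister screen read the other way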
PfG6PD inh: PfG6PD enzyme inhibitors, primary screen, biochemical, fluorescence intensity, uHTS; glucose-6-phosphate dehydrogenase-6-phosphogluconolactonase (Plasmodium falciparum 3D7); PfGluPho enzyme, NADPH resazurin-diaphorase fluorescence; inhibition, % at 20 µM; 350,000 tested, 0.78% active;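 active = inhibition reaching at least a set limit at 20 µM in the primary screen, cut at about 59% in these data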;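 note: 0% = DMSO wells with substrate and 100% = DMSO wells lacking glucose-6-phosphate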
Active calls of the source: *; / = not tested or not shown.

SMILES	mIAP activ	hIAP inh	A3A deaminase	ATG4B inh	hIAP activ	HKDC1 inh	mIAP inh	PfG6PD inh
O=C(Nc1cccc(Cl)c1)C1=Cc2cc(Cl)ccc2OC1	0.94	6	0	20	0.94	-3	6	32
COc1ccc(OCCN(C)C(=O)c2cccc(S(=O)(=O)N(C)c3ccccc3)c2)cc1	1.1	-31	-5	-1	1.3	2	-12	-14
Clc1ccc(Oc2nnnn2-c2ccccc2)cc1	0.87	11	-1	6	0.89	0	13	-16
Cc1nn(Cc2ccc(C(=O)NN)cc2)c(C)c1Cl	1.1	-9	-3	2	1.1	-3	-9	-9
CCO[C@@H]1OC(C(=O)NC2CC2)=C[C@H](c2ccc(Br)cc2)[C@H]1CCCO	1.1	-14	-6	-18	1.1	-4	-7	-2
CC(=O)Nc1ccc(S(=O)(=O)Nc2cccc(-c3nc4ccccc4o3)c2)cc1	1	7	-1	-15	0.93	5	0	-35
CCOC(=O)COc1coc(CN2CCN(c3ccc(F)cc3)CC2)cc1=O	1.1	22	-7	-3	0.78	-3	-6	10
Cc1ccc(OC(=O)C(C)c2cccc(C(=O)c3ccccc3)c2)cc1 (stereo not given)	1	-23	-4	5	1.2	-6	-3	-7
CCS(=O)(=O)N1CCC(C(=O)NCCCN2CCC(Cc3ccccc3)CC2)CC1	1	22	2	4	0.78	-11	-2	2
O=C(CCN1c2ccccc2Sc2ccccc21)Nc1ccccc1	1.2	-17	-1	0	1.2	5	-16	19
Cc1ncoc1C(=O)N1CCCC(C(=O)c2ccc(-c3ccccc3)cc2)C1 (stereo not given)	0.98	16	4	-10	0.84	2	2	3
O=C(NCCCNC(=O)c1ccc(-c2cc(Cl)ccc2Cl)o1)c1cnccn1	0.94	22	-1	-1	0.78	2	6	0
O=S(=O)(NC1CCCCC1N1CCCCC1)c1ccccc1 (stereo not given)	1	0	-4	-6	1	4	-1	-3
O/N=C/c1ccccc1Oc1ccc(Cl)cc1	0.98	14	-4	1	0.86	9	2	2
O=C(NCc1ccc(F)cc1)c1cc2ccccc2o1	1	-11	-4	7	1.1	-4	-4	3
CCOC(=O)c1c(C)[nH]c(C(=O)CSc2nc(C)cc(C)n2)c1C	0.98	-4	-1	-14	1	-6	2	-5
CCn1c2ccccc2c2cc(NC(=O)c3cc(C)on3)ccc21	1.1	17	1	-4	0.83	5	-10	5
Cc1nc2c3ccccc3nc(NNC(=O)CCC(=O)NCCN3CCN(c4ccccc4F)CC3)n2n1	0.94	-89	-4	2	1.9	2	6	-12
O=C(CNCC1CCCO1)Nc1ccccc1N1CCOCC1 (stereo not given)	0.99	7	0	-8	0.93	-7	1	4
C/C=C(\C)CN1CCc2cc(OC)c(OC)cc2C1	1.1	-2	-6	-4	1	-6	-10	-7
CCOc1ccc(/C(O)=C2\C(=O)C(=O)N(CCN(C)C)C2c2cccc(OC)c2OC)cc1Cl (stereo not given)	0.93	-6	-4	-13	1.1	-3	7	6
COc1ccc(N2CCN(CC(=O)NC(C)c3ccccc3)CC2)cc1 (stereo not given)	0.97	-22	-2	6	1.2	-2	3	-2
COc1ccc2ccccc2c1/C=N/Nc1cccc(C(=O)O)c1	0.97	-14	0	2	1.1	11	3	-25
O=C1CCN(Cc2ccc([N+](=O)[O-])cc2)CCN1[C@H](CO)c1ccccc1	0.99	-16	-7	1	1.2	-2	1	15
O=C(CN1CCN(S(=O)(=O)c2cccc(Br)c2)CC1)NCCc1cccs1	1	6	2	-14	0.94	3	-1	-13

(list continues)
SMILES	mIAP activ	hIAP inh	A3A deaminase	ATG4B inh	hIAP activ	HKDC1 inh	mIAP inh	PfG6PD inh
Cc1ccc(CNC(=O)c2cccnc2)cc1	0.91	0	-1	2	1	-4	9	-11
Cc1ccc(C2C(C#N)=C(N)Oc3cc(C)oc(=O)c32)o1 (stereo not given)	1.1	0	-1	2	1	-7	-6	-13
CC(C)(C)NC(=O)C1Cc2ccccc2CN1 (stereo not given)	0.93	5	2	5	0.95	-2	8	-14
COC(=O)C1CCN(c2cc(=O)n(C3CCCCC3)c(=O)[nH]2)CC1	1.1	-5	-2	-13	1.1	-7	-7	-22
CN(CC(=O)Nc1cccc(F)c1)C(=O)CSc1nc2ccccc2s1	1.1	10	0	1	0.9	1	-6	8
Cc1ccc(-c2nn3c(C)nnc3s2)cc1N	0.93	0	-3	-4	1	5	7	-12
Cc1c(O)nc2sc3ccccc3n2c1=O	1	22	-4	/	0.78	/	-3	/
Cc1ccc(N(CC(=O)NC2CCCCC2C)S(=O)(=O)c2c(C)noc2C)cc1 (stereo not given)	1	-10	0	20	1.1	1	-3	-7
Cc1nc2ccccc2c(=O)n1NC(=O)C1CC1	0.93	10	4	9	0.9	-1	7	-22
O=C(CN1CCCC1)N/N=C/c1ccc(-c2cccc(Cl)c2)o1	0.91	-2	-5	-18	1	0	9	-4
CN1C(=O)C(c2ccccc2[N+](=O)[O-])C(=O)c2ccccc21 (stereo not given)	0.94	14	-3	0	0.86	-4	6	-5
Cc1ccc(C(O)CN2C3=NCCN3c3ccccc32)cc1 (stereo not given)	1	6	-1	3	0.94	-9	-3	-20
CC(C)C1=CC(=Nc2ccc(S(N)(=O)=O)cc2)C=C(C(C)C)C1=O	0.93	-8	1	-4	1.1	17	7	76*
CCN(C[C@H]1N[C@@](CC)(C(=O)OC)[C@H]2C(=O)N(Cc3ccccc3)C(=O)[C@@H]12)C(=O)c1ccc(C(C)(C)C)cc1	0.92	4	-5	-1	0.96	-1	8	24
O=C(O)CCC(=O)N1N=C(c2ccccc2)CC1c1ccc2c(c1)OCO2 (stereo not given)	1	0	-4	1	1	-8	-2	-28
COc1ccc(NC(=S)NCCc2ccc(F)cc2)c(OC)c1	1	18	-2	4	0.81	-10	-4	-10
COc1ccc(Cl)cc1N/C(N)=N/c1nc(C)cc(=O)[nH]1	1.1	-28	1	0	1.3	3	-15	21
Cc1ccc(C(C(=O)NC2CCCC2)N(Cc2ccc(F)cc2)C(=O)c2snc(C(N)=O)c2N)o1 (stereo not given)	0.93	5	1	6	0.95	2	7	17
CCn1c(=O)cc(N2CCCCC2)[nH]c1=O	1	-15	-5	-4	1.1	-6	-2	11
NC[C@H](O)c1ccc(O)c(O)c1	0.6	-14	0	6	1.1	2	40	33
COc1ccc(-c2nnc(SCC(=O)NCCC(C)C)nc2-c2ccc(OC)c(OC)c2)cc1OC	0.93	14	-6	-16	0.86	4	8	12
CC(C)(C)OC(=O)C[C@@H]1C/C=C\C[C@H](CC(=O)NCCO)C(=O)N2CCC[C@@H]2COC1=O	0.96	-10	-3	-3	1.1	1	4	0
COc1ccc(OCCNC(=O)c2ccc(C)cc2)cc1	1.1	-14	4	-5	1.1	-4	-11	16
COc1cc2c(cc1OC)[C@H](C)N(C(=O)NCc1ccccc1)CC2	1	2	-3	-2	0.98	0	-1	-3
O=c1[nH]c2ccc(NCc3ccc(F)cc3)cc2[nH]1	1	14	-2	-2	0.85	6	-2	30

Among those listed so far, these have a furan ring, fused or not:
SMILES	mIAP activ	hIAP inh	A3A deaminase	ATG4B inh	hIAP activ	HKDC1 inh	mIAP inh	PfG6PD inh
O=C(NCCCNC(=O)c1ccc(-c2cc(Cl)ccc2Cl)o1)c1cnccn1	0.94	22	-1	-1	0.78	2	6	0
O=C(NCc1ccc(F)cc1)c1cc2ccccc2o1	1	-11	-4	7	1.1	-4	-4	3
Cc1ccc(C2C(C#N)=C(N)Oc3cc(C)oc(=O)c32)o1 (stereo not given)	1.1	0	-1	2	1	-7	-6	-13
O=C(CN1CCCC1)N/N=C/c1ccc(-c2cccc(Cl)c2)o1	0.91	-2	-5	-18	1	0	9	-4
Cc1ccc(C(C(=O)NC2CCCC2)N(Cc2ccc(F)cc2)C(=O)c2snc(C(N)=O)c2N)o1 (stereo not given)	0.93	5	1	6	0.95	2	7	17

The list goes on.
SMILES	mIAP activ	hIAP inh	A3A deaminase	ATG4B inh	hIAP activ	HKDC1 inh	mIAP inh	PfG6PD inh
COc1ccc(N=C2SC(C(=O)O)CC(=O)N2Cc2ccc(OC)c(OC)c2)cc1 (stereo not given)	1	8	-1	-4	0.92	0	0	-8
CCN(CC)c1ccc(Nc2cc3n(c(=O)n2)CCc2cc(OC)c(OC)cc2-3)cc1	1.1	9	0	-8	0.91	11	-5	12
CCCCS(=O)(=O)/C=C\C1C2C=CC(C2)C1S(=O)(=O)CCCC (stereo not given)	0.92	1	-19	2	0.99	-8	8	-10
CC(C)c1[nH]nc2c1C(C1C=CCCC1)C(C#N)=C(N)O2 (stereo not given)	0.95	-6	-3	-14	1.1	-2	5	-5
COc1cccc(NC(=O)CN(C)C(=O)CSc2ccc3c(c2)OCCO3)c1	1.1	-14	-1	-3	1.1	-6	-13	-6
O=C(Cc1cccc2ccccc12)OCn1nnc2ccccc2c1=O	1.1	0	2	-4	1	-1	-6	29
N#CC1=C(N)N(c2ncn[nH]2)C2=C(C(=O)CCC2)C1c1ccc(F)cc1 (stereo not given)	0.82	-25	1	2	1.3	18	18	-20
Cc1[nH]c2ccccc2c1C(=O)CN1CCCCC1CCO (stereo not given)	1.1	-23	10	-8	1.2	-5	-9	9
O=C(c1cccc(Cl)c1)C1CCCN(C(=O)c2ccc3c(c2)OCO3)C1 (stereo not given)	0.99	23	-2	37	0.77	-4	1	4
Cc1ccc(C(=O)n2nc(C#N)c(C#N)c2N)cc1	0.89	6	2	-6	0.94	-6	12	1
CC(C)C(C(=O)NCc1ccco1)N(CC1CCCO1)C(=O)CNS(=O)(=O)c1ccc(F)cc1 (stereo not given)	0.99	-1	1	8	1	-7	1	9
O=C(NC(NC1CCS(=O)(=O)C1)C(Cl)(Cl)Cl)c1cccc(Cl)c1 (stereo not given)	1.1	3	-1	-6	0.97	3	-5	-12
Fc1ccc(Nc2nc(-c3ccncc3)nc3ccccc23)cc1	0.95	2	-3	-1	0.98	2	5	-10
CCNC(=S)N1CCN(C(=O)c2ccco2)CC1	1	-25	5	3	1.3	10	-3	-1
Cc1ccc(SC[C@H](Cc2ccccc2)N2CCN(CCc3ccccc3)CCC2=O)cc1	1	20	-1	11	0.8	4	-4	9
CCOc1ccc(NC(=O)CN(C)S(=O)(=O)c2ccc(-c3ccc(=O)[nH]n3)s2)cc1	0.91	2	-2	-14	0.98	-4	9	-2
NC(=O)COc1ccc(/C=N/NS(=O)(=O)c2ccccc2)cc1	1.1	-7	0	-5	1.1	-6	-6	-3
CC(C)CSc1n[nH]c(N)n1	0.97	-5	7	-6	1.1	-6	3	-7
CC(C)c1ccc(CCNC(=O)CSC(=S)N2CCCC2)cc1	0.96	0	-1	8	0.99	0	4	13
COc1ccc(S(=O)(=O)NC(N)=NCCc2ccc(OC)c(OC)c2)cc1C	0.95	16	5	-9	0.84	11	5	-6
Cc1cc(N(C)C)c(C#N)c(NCc2ccccc2)n1	1.1	5	-5	5	0.95	4	-7	6
COCCN1C(=O)N[C@@H](c2cccs2)C(C(C)=O)=C1C	1	5	1	-10	0.95	-5	-1	2
C=CCn1c(CCc2cc(C(C)(C)C)c(O)c(C(C)(C)C)c2)n[nH]c1=S	1.1	3	1	-4	0.97	3	-5	28
CC(C)=C1SC(N2CCN(Cc3ccccc3)CC2)=NC1=O	0.91	-15	0	-9	1.1	-8	9	2
